APJ antagonist = antagonists of human APJ apelin receptor | CHO-K1 APJ beta-arrestin complementation, luminescence | AID 2521 | actives 0.32% (n = 330,000) | P35414 | inhibition, % at 20 µM;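 active means inhibition above about 40% at 20 µM, limit read from the data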;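 further: cells challenged with 10 nM apelin-13 agonist together with compound; plate controls were apelin-13 plus DMSO wells for no effect and DMSO wells lacking apelin-13 for full effect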
Target sequence (P35414 whole entry, looked up): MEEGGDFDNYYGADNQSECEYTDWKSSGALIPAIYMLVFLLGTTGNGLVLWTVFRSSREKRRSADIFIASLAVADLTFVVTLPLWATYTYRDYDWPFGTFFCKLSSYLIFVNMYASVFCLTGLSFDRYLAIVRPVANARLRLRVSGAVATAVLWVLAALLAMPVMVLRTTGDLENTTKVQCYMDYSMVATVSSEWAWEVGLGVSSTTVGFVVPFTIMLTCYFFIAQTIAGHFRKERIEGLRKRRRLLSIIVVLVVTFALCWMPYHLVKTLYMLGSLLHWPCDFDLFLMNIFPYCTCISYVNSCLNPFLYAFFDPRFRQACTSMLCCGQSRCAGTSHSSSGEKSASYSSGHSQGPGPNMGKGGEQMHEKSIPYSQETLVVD
697 NFkB inh = inhibitors of the PMA/ionomycin-induced NF-kB reporter in 697 B cells | actives 0.33% (n = 330,000) | 697 B-cell NF-kB luciferase reporter, 16 h | inhibition, % at 4 µM; in the data active means inhibition above about 35%
Gli-Sufu antag = blocks Gli-Sufu signaling in a luciferase reporter. actives 0.74% (n = 340,000). inhibition, % at 5 µM. Sufu-KO-LIGHT fibroblasts, Gli luciferase reporter luminescence. AID 588413;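 active means inhibition above about 55%, limit read from the data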;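 further: 0% = DMSO-treated cells and 100% = wells with medium but no cells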
UBC13 polyUb = human UBC13 polyubiquitination inhibition | AID 485273 | inhibition, % at 20 µM | actives 0.47% (n = 330,000) | UBC13 polyubiquitin chain formation, TR-FRET; in the data active means inhibition above about 45%, passing the limit was not always enough; inconclusive means no clear call, values can overlap the other calls
Target sequence (P61088 whole entry, looked up): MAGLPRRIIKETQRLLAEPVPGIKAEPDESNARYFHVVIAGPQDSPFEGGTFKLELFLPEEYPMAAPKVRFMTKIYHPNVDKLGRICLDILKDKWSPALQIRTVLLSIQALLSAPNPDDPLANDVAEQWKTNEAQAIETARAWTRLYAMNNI
Jurkat NFkB inh = lowers PMA/ionomycin-induced NF-kB signal in Jurkat cells; PMA/ionomycin-induced NF-kB luciferase reporter, luminescence; inhibition, % at 4 µM; actives 0.53% (n = 330,000); AID 435003; in the data active means inhibition above about 50%
EBI2 antag = blocks human EBI2 receptor beta-arrestin signaling | P32249 | EBI2 beta-arrestin recruitment, luminescence, 7a,25-OHC stimulated | inhibition, % at 5 µM | actives 0.81% (n = 360,000) | AID 651636; in the data active means inhibition above about 38%;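 further: enzyme fragment complementation signal reports receptor beta-arrestin coupling in cells; 0% = agonist plus DMSO wells and 100% = wells without agonist; some results beyond the cut were filed as inactive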
Target sequence (P32249 whole entry, looked up, the tested form may be a part): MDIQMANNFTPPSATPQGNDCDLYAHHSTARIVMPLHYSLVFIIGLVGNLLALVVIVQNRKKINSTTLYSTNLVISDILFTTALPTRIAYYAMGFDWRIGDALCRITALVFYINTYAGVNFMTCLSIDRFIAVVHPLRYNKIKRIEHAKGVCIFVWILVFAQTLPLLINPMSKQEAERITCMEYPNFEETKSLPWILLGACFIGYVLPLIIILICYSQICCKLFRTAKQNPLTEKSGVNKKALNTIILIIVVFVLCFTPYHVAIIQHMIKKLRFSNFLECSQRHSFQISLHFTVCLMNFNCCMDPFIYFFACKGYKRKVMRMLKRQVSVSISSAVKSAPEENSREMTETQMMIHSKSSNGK
CCR6 antagonist = antagonists of human CCR6 receptor; inhibition, % at 20 µM; actives 0.49% (n = 340,000); CHO-K1 CCR6 PathHunter beta-arrestin, luminescence, CCL20-stimulated;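 active means compounds whose inhibition of the agonist-driven luminescence signal at 20 µM reaches about 50%, limit read from the data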;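 further: cells stimulated with CCL20 at 14 nM final; plate controls were DMSO with CCL20 for no effect and DMSO without agonist for full effect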
CXCR6 inh = inhibitors of human CXCR6 receptor. O00574. CHO-K1 PathHunter CXCR6 beta-arrestin, luminescence. inhibition, % at 20 µM. actives 0.36% (n = 360,000); in the data active means inhibition above about 34%, passing the limit was not always enough;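 further: antagonist mode with CXCL16 agonist at 10 nM final; 0% = 10 nM CXCL16 with DMSO and 100% = unstimulated wells without agonist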
* hit, by the source's call; u = inconclusive; x = no result given.

SMILES | APJ antagonist | 697 NFkB inh | Gli-Sufu antag | UBC13 polyUb | Jurkat NFkB inh | EBI2 antag | CCR6 antagonist | CXCR6 inh
COc1cc(C)c(-c2cc(C(=O)O)c(C)o2)cc1C(C)C | 8 | 24 | 5 | 9 | 1 | 8 | -1 | -13
COc1cc(OC)cc(C(=O)NCCSCc2ccc(Cl)cc2)c1 | 6 | 7 | -13 | -1 | -6 | 8 | -2 | 1
COc1ccc(OC)c(NC(=O)CSc2nc3scc(C)c3c(=O)[nH]2)c1 | -26 | 10 | 3 | -9 | 5 | -11 | 7 | -2
COc1ccc(S(=O)(=O)c2ccccc2)cc1NC(=O)c1c(F)cccc1F | 7 | 14 | 1 | 3 | -14 | -1 | 3 | -15
CCCCOC(=O)CSc1nc(N)c(C#N)c(-c2ccc(OCC)cc2)c1C#N | 3 | -3 | 5 | 3 | 2 | 21 | 8 | 8
O=C(CSc1n[nH]c(=O)n1Cc1ccco1)Nc1ccccc1Cl | 9 | 16 | 8 | 3 | 19 | -11 | 6 | 0
CCN(CC)C(=O)Cn1cc(C(=O)C(=O)N2CCN(Cc3ccccc3)CC2)c2ccccc21 | 7 | -35 | -17 | 1 | -1 | -9 | -8 | -2
COC(=O)CN(c1cccc(C)c1)S(=O)(=O)c1ccccc1 | 8 | 0 | -1 | -4 | 9 | -4 | 2 | -5
Cn1c(=O)c2c(nc(Cl)n2CC(=O)NC2(C#N)CCCCC2)n(C)c1=O | -1 | -32 | -9 | -4 | -1 | -6 | 1 | 8
CCOC(=O)N1CCN(C(=O)Nc2ccc(NC(=O)N3CCN(C(=O)OCC)CC3)cc2)CC1 | -5 | 19 | 1 | 4 | -8 | -5 | -4 | -2
COc1ccc2nc(Nc3nc(CSc4nc5ccccc5[nH]4)cc(=O)[nH]3)nc(C)c2c1 | -3 | 18 | -64 | -15 | 49 | -11 | 13 | -7
CC1COc2ccccc2N1C(=O)c1ccc(Cl)cc1 (stereo unspecified) | -5 | 15 | 2 | 5 | -12 | -15 | 8 | 3
O=C(CCN1C(=O)/C(=C\c2ccc(F)cc2)SC1=S)Nc1ccccc1 | -11 | 15 | 30 | -2 | -22 | 6 | 5 | 0
CCCCc1nc2cc(C(=O)N3CCC[C@H]3CO)ccc2o1 | 11 | -20 | -25 | 1 | -14 | -9 | -7 | -3
COc1ccc(Cl)cc1C(=O)OCC(=O)NC1CCCC(C)C1C (stereo unspecified) | 7 | -11 | -4 | -4 | 15 | 5 | 9 | -5
FC(F)(F)COc1nc(N2CCOCC2)nc(N(c2ccccc2)c2ccccc2)n1 | 25 | 15 | 17 | -5 | 20 | 27 | 32 | 16
Cc1nn(CC(=O)Nc2ccc(Cl)cn2)c(C)c1Br | -10 | -8 | 17 | -9 | -11 | -12 | -1 | 4
Cc1nn(C(=O)CCC(=O)NCc2ccccc2Cl)c2ccccc12 | 26 | -31 | -3 | -2 | -12 | 11 | 16 | 1
CC(=O)Nc1ccc(-n2c(C)ccc2C)cc1 | -7 | 7 | 1 | -7 | 4 | -4 | 5 | -2
COC(=O)C1=CN(C)C=C(C(=O)OC)C1c1ccc(Cl)cc1Cl | 3 | 2 | -6 | u | 2 | 10 | 14 | 7
COC(=O)c1ccc(NC(=O)CSc2ccc(-c3ccccn3)nn2)cc1 | -20 | 7 | -4 | -15 | 13 | 5 | 6 | -5
O=C(Nc1ccc(C(=O)N2CCC(N3CCOCC3)CC2)cc1)c1ccc(Br)o1 | 7 | 28 | 19 | -6 | 9 | 4 | 1 | 0
O=C1N(Cc2cccc(Cl)c2)C[C@@H]2C[C@@H](c3cccn3-c3nccs3)N3CCC[C@@]123 | 16 | 12 | 8 | 22 | 14 | 19 | 26 | 5
COC(=O)c1cccc(NC(=O)Cc2ccc(OC)cc2)c1C | -34 | -27 | -2 | -4 | 6 | 6 | -11 | -2
Nc1ccccc1C=C1Cc2ccccc2C1=O | x | x | -118 | x | x | 21 | 22 | 14
Cc1ccc(Nc2cc(C(=O)NCCCN3CCOCC3)c3ccccc3n2)cc1C | 11 | 1 | -19 | 19 | -17 | -1 | 14 | -1
c1ccc2c(-c3nc(-c4ccncc4)no3)cccc2c1 | 5 | -47 | -52 | 20 | -51 | -3 | 19 | -8
Cc1ccc(S(=O)(=O)N2CCOCC2)cc1C(=O)NCc1ccc(F)cc1 | -6 | 16 | 5 | 4 | -4 | -4 | -9 | 4
COCC1CCN(Cc2nc(-c3cccs3)no2)C1 (stereo unspecified) | -4 | -34 | -53 | 8 | -17 | 5 | 1 | 2
Cc1ccc(OCC(=O)N2CCC3(CC2)CC(=O)c2ccccc2O3)cc1 | 4 | 7 | 8 | 12 | 1 | 86* | -3 | 4
COc1ccc(C(CNS(=O)(=O)c2ccc(C)cc2)N2CCN(C)CC2)cc1 (stereo unspecified) | -59 | -6 | -10 | -7 | -6 | -5 | 17 | 1
COc1ccc(-c2[nH]nc3c2C(c2ccccc2OC(=O)N2CCOCC2)C(C#N)=C(N)O3)cc1 (stereo unspecified) | -23 | 23 | 9 | 11 | -6 | -25 | -2 | 6
CCCNC(=O)CN1CCN(S(=O)(=O)c2ccc(Br)s2)CC1 | -5 | 1 | -12 | -2 | 3 | 4 | 4 | -1
CN(C)C(=S)Nc1ccc(Cl)cc1 | 9 | 5 | 2 | 1 | -1 | -1 | 0 | -1
O=C(NCc1ccco1)c1csc(Nc2ccccc2Cl)n1 | 3 | -7 | 1 | 2 | -9 | 4 | 17 | 5
c1ccc(-c2nnc(SCC3CCCO3)nc2-c2ccccc2)cc1 (stereo unspecified) | 10 | -22 | -2 | -9 | 2 | 0 | 19 | 1
Cc1ccc(C)c(NC(=O)CCC(=O)NNC(=O)c2cccc([N+](=O)[O-])c2)c1 | 5 | 9 | 1 | -5 | 8 | 0 | 4 | -5
COc1ccccc1C(=O)Oc1ccc2c(c1)O/C(=C\c1ccncc1)C2=O | -19 | 4 | -20 | -28 | 9 | -5 | 0 | 5
Cc1ccc2c(c1)c(N=Nc1cccc(C(=O)O)c1)c(O)n2C | 17 | -2 | -1 | 8 | 3 | -4 | 12 | 2
COC(=O)/C(=C\c1c(OC)cc(OC)cc1OC)C(=O)c1ccc2c(c1)OCO2 | 22 | 6 | 3 | 4 | 6 | 8 | 3 | -10
O=C1C(=O)N(CNc2ccccn2)c2ccccc21 | 29 | -15 | 39 | 5 | 1 | 4 | 27 | 28
CCN(Cc1nc2ccccc2c(=O)[nH]1)C(=O)C1CC(=O)N(c2cccc3ccccc23)C1 (stereo unspecified) | 5 | 6 | 0 | -2 | 6 | 10 | 6 | -10
Cc1ccsc1C(=O)OCC(=O)NCCCc1ccccc1 | 3 | 29 | 10 | 17 | 8 | 5 | 1 | -2
N#CCSc1nnc(-c2ccc(S(=O)(=O)N3CCOCC3)cc2)n1CC1CCCO1 (stereo unspecified) | 5 | 5 | 94* | 4 | 6 | 1 | -2 | -6
CCCNC(=O)[C@@H]1CCCN1C(=O)C1CCN(S(=O)(=O)c2ccc(C)cc2)CC1 | 3 | -4 | x | -9 | 2 | -8 | -4 | 7
Cc1c(C(=O)N(C)CCC#N)oc2ccc(S(=O)(=O)N3CC(C)CC(C)C3)cc12 (stereo unspecified) | -41 | -5 | 15 | -4 | 8 | 0 | -12 | -12
CCC(C)NC(=O)c1ccccc1NC(=O)COc1ccc(OC)cc1 (stereo unspecified) | -6 | -25 | 27 | -10 | 17 | -11 | 11 | -2
Cc1ccc(CSCCNC(=O)CN(c2ccc(F)cc2)S(C)(=O)=O)cc1 | -2 | -14 | 5 | -12 | -1 | 59* | 7 | 12
COc1ccc(C(=O)O)cc1S(=O)(=O)Nc1ccc(C)cc1 | 7 | 11 | -16 | 4 | 2 | 1 | 3 | 4
Cc1ccc(OCc2nc(-c3ccccc3)no2)cc1 | 7 | -72 | -52 | 5 | -54 | -3 | 15 | 8
Cc1cc(C(=O)CSc2nc(N)cc(=O)[nH]2)c(C)n1Cc1ccco1 | 21 | -22 | 28 | 3 | 15 | 7 | 8 | 5
Cc1[nH]c2ccccc2c1C(O)CN1CCN(c2cccc(C(F)(F)F)c2)CC1 (stereo unspecified) | -9 | 8 | 2 | 9 | -6 | 1 | -10 | -4
O=C(CC1Nc2ccccc2NC1=O)NCc1cccnc1 (stereo unspecified) | -3 | 10 | 0 | 37 | 3 | -1 | -14 | -5
CC(C)(C)n1nnnc1C(c1cccc(C(F)(F)F)c1)N1CCC(O)CC1 (stereo unspecified) | -9 | -2 | 6 | 1 | 3 | 2 | 2 | -3
Cc1cc(NC(=O)CCC(=O)N(CCC(C)C)C(C(=O)NC2CCCC2)c2ccccc2C)no1 (stereo unspecified) | 1 | 12 | 16 | -2 | 21 | 1 | -8 | 9
COc1ccccc1NC(=O)c1nc[nH]c1C(=O)Nc1ccccc1OC | 7 | -13 | 8 | 2 | 51* | 4 | -6 | -14
CSc1ncc(Cl)c(C(=O)Nc2nnc(SC/C=C/c3ccccc3)s2)n1 | 14 | 2 | 3 | -14 | -7 | -1 | -6 | -1
Cc1nn(C)cc1C1C(C#N)=C(N)N(c2cccnc2)C2=C1C(=O)CCC2 (stereo unspecified) | -7 | 5 | 5 | 3 | 3 | -7 | -8 | -1
CC1(C)CC(=O)C(C=NCCc2ccc(S(N)(=O)=O)cc2)=C(O)C1 | -2 | 17 | -3 | 8 | 5 | 0 | 0 | -3
O=C(NCCCO)C12CC3CC(CC(C3)C1)C2 | -24 | 12 | 4 | 5 | -2 | -7 | -1 | -4

Later entries:
SMILES | APJ antagonist | 697 NFkB inh | Gli-Sufu antag | UBC13 polyUb | Jurkat NFkB inh | EBI2 antag | CCR6 antagonist | CXCR6 inh
CC(C(=O)N1CCOCCOCCOCCOCCOCC1)N1C(=O)c2ccccc2C1=O (stereo unspecified) | 4 | 19 | -2 | 0 | -5 | -4 | 14 | 6
Cc1ccc([N+](=O)[O-])cc1NC(=S)NC(=O)c1cccnc1 | 30 | 12 | 27 | 7 | 1 | 1 | 47 | 25
NC(=O)/C(=N\OC(=O)c1ccco1)c1nc(-c2ccc(Br)cc2)cs1 | -4 | 8 | -45 | -21 | -32 | 3 | 17 | 3
COc1ccc(OC)c(N=c2ssnc2Cl)c1 | -1 | -16 | 1 | -3 | -9 | 11 | 10 | -3
Cc1cc(C)c(S(=O)(=O)Nc2ccc(O)c(Sc3ncn[nH]3)c2)cc1C | -32 | 23 | 4 | 5 | 9 | 0 | 0 | -13
Cc1ccc(C2NC(c3ccc(C)cc3)C([N+](=O)[O-])C(C)(C)C2[N+](=O)[O-])cc1 (stereo unspecified) | 9 | 24 | 0 | -11 | 4 | 8 | 7 | 3
CC(C)Oc1ccc(C(=O)NC2CCS(=O)(=O)C2)cc1 (stereo unspecified) | -9 | 8 | -3 | -4 | -11 | -5 | 4 | -2
CC(=O)N/C(=C/c1ccc2c(c1)OCO2)C(=O)NCCCO | -15 | 11 | 5 | 7 | -5 | -9 | -13 | 3
Nc1nc(CN2CCN(C(=O)c3ccco3)CC2)nc(Nc2cccc(Cl)c2)n1 | 13 | 2 | 4 | -7 | -1 | -5 | -14 | 6
CCOC(=O)/C(C#N)=C\c1ccc(CC)s1 | 5 | -15 | -7 | -19 | -12 | 2 | 4 | 2
CCN(C(=O)CN1C(=O)CN(C)C1=O)c1cccc2ccccc12 | -1 | 16 | 1 | -11 | -2 | 3 | 1 | -6
CCS(=O)(=O)N1Cc2ccccc2CC1C(=O)Nc1nc2ccc(F)cc2s1 (stereo unspecified) | 14 | -108 | 2 | -8 | -102 | 10 | 8 | 7

4 entries drawn at random from those above, as already listed:
SMILES | APJ antagonist | 697 NFkB inh | Gli-Sufu antag | UBC13 polyUb | Jurkat NFkB inh | EBI2 antag | CCR6 antagonist | CXCR6 inh
Cc1cc(C)c(S(=O)(=O)Nc2ccc(O)c(Sc3ncn[nH]3)c2)cc1C | -32 | 23 | 4 | 5 | 9 | 0 | 0 | -13
Nc1nc(CN2CCN(C(=O)c3ccco3)CC2)nc(Nc2cccc(Cl)c2)n1 | 13 | 2 | 4 | -7 | -1 | -5 | -14 | 6
NC(=O)/C(=N\OC(=O)c1ccco1)c1nc(-c2ccc(Br)cc2)cs1 | -4 | 8 | -45 | -21 | -32 | 3 | 17 | 3
COc1ccc(OC)c(N=c2ssnc2Cl)c1 | -1 | -16 | 1 | -3 | -9 | 11 | 10 | -3
